E coli growth: counter-screen for AddAB inhibitors: E. coli growth inhibition; E. coli V3065 growth, OD600 absorbance, 18 h; AID 449728; inhibition, % at 11.9 µM; 330,000 compounds, 0.27% hits;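 active means inhibition above the campaign's mean inhibition across all tested compounds plus 3 SD, cut at about 9.9% in these data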;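 further: uninfected addAB+ strain grown without phage in ampicillin broth; 0% = DMSO wells and 100% = ciprofloxacin 0.95 µg/ml wells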
HTR5A ag ctr: activates human HTR5A in OPRM1-OPRD1 agonist counter-screen. P47898. HTR5A agonist assay, luminescence, cell-based. activation, % at 9.3 µM. 340,000 compounds, 0.61% hits; in the data active means activation mostly above about 9.5%, no sharp cut-off; inactive means mostly below about 7.6%;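 further: 0% = cells with vehicle only and 100% = reference agonist; strong numbers were not always called active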
Target sequence (P47898 whole entry, looked up): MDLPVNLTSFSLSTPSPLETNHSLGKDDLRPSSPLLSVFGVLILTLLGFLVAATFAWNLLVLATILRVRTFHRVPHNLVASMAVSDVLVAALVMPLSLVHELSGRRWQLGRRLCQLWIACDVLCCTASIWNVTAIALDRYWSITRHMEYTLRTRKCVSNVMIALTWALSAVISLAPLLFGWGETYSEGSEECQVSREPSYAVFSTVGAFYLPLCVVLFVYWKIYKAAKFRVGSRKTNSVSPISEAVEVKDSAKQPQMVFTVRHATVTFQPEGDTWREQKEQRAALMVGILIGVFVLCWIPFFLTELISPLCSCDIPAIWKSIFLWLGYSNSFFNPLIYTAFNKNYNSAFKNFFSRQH
PKA-R1A act: activators of PKA-R1A complex; PKA-R1A dissociation, Cy5-IP20 fluorescence polarization; scaled: DMSO 0%, 113 µM cGMP 100%; activation, % at 11.4 µM; 340,000 compounds, 0.083% hits;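 active means percent activation above the mean of all tested compounds plus 3 SD, cut at about 19% in these data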;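 further: higher means more PKAc released from R1A so a rise in polarization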
Mot1-301 SUMO: inhibitors of SUMOylation pathway: yeast Mot1-301 growth rescue; AID 2716; 320,000 compounds, 1% hits; growth rescue, % at 18.8 µM; S. cerevisiae Mot1-301 growth rescue, ATP luminescence, 38.5C; percent above DMSO median, 100 means doubled;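 active means every valid replicate shows activation above 250% relative to neutral control wells; inactive means the rest, any valid replicate at or below 250%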;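 further: OY570 slx delta 5 strain wells were the positive control but not used for scaling; some compounds called inactive have numbers as strong as hits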
AddAB inh: less growth of phage-infected E. coli with AddAB; inhibition, % at 11.9 µM; 330,000 compounds, 0.29% hits; E. coli expressing H. pylori AddAB, absorbance growth; in the data active means inhibition above about 12%;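 further: 0% = vehicle wells of infected cells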
HTR5A inv ctr: counter-screen for OPRM1-OPRD1 inverse agonists: human HTR5A inverse agonism | P47898 | HTR5A cell line, luminescence | AID 504634 | inhibition, % at 9.3 µM | 340,000 compounds, 0.083% hits; in the data active means inhibition mostly above about 23%, no sharp cut-off; inactive means mostly below about 18%;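 further: 0% = cells with DMSO and 100% = no-cell wells with DMSO; some compounds called inactive have numbers as strong as hits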
CDK5 inh: blocks human CDK5/p35 kinase activity | Q00535+Q15078 | Recombinant CDK5/p35, ADP-Glo luminescence, 60 min | 330,000 compounds, 0.01% hits | inhibition, % at 10 µM | AID 488839;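 active means highest replicate inhibition of at least 50% and at least 75% of replicates reaching 50%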;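 further: plate controls were DMSO neutral control for no effect and GW8510 at 10 µM for full effect; many of its hits are not listed in these tables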
DAGLB inh: blocks human DAGLB lipase activity. inhibition, % at 5.17 µM. HEK293T DAGLB membrane lysate, EnzChek fluorogenic substrate. AID 504411. 340,000 compounds, 0.059% hits; in the data active means inhibition above about 34%;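 further: 0% = enzyme with vehicle and 100% = wells lacking enzyme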
phage Ecoli inh: E. coli growth loss with phage present; growth absorbance; inhibition, % at 11.9 µM; 360,000 compounds, 0.26% hits; AID 651602; in the data active means inhibition above about 11%
PKA-R2B activ: activators of human PKA-R2B complex; P22694+P31323; PKA-R2B holoenzyme dissociation, Cy5-IP20 fluorescence polarization; R2B truncated from residue 108, S112A mutant; 0% DMSO only, 100% 113 µM cGMP; activation, % at 11.4 µM; 340,000 compounds, 0.079% hits; AID 504700;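 active means activation above a cutoff set at the mean over all compounds plus 3 SD, cut at about 18% in these data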;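 further: higher means more holoenzyme dissociation and a rise in polarization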
Target sequence (P31323 whole entry, looked up, other chains not shown, the tested form may be a part): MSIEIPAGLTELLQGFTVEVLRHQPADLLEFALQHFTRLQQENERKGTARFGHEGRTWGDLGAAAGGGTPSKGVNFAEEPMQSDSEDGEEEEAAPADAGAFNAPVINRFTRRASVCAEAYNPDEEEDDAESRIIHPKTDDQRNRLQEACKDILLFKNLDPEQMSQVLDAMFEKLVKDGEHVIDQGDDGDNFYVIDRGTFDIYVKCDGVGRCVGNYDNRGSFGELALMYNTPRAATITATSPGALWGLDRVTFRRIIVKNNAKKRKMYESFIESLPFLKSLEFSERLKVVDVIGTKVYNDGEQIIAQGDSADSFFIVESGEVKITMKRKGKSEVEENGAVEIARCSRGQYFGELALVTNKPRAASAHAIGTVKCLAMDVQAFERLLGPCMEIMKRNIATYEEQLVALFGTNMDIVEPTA
Tat transport: blocks Tat-dependent protein export in E. coli. E. coli MC4100 TorA-mCherry Tat export, fluorescence. inhibition, % at 10 µM. 340,000 compounds, 0.036% hits;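 active means mean replicate inhibition at least 50% and at least half of replicates individually reaching 50%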;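 further: exported cargo escapes ClpAP degradation while cytoplasmic cargo is degraded and loses fluorescence; 0% = median of neutral control wells and 100% = median of NaSCN control wells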
Active calls of the source: *; i = inactive; nt = no result given. Compounds were not picked by outcome. About 2.3% of those tested had a hit in this group.

SMILES	CDK5 inh	Tat transport	HTR5A ag ctr	E coli growth	HTR5A inv ctr	phage Ecoli inh	PKA-R1A act	PKA-R2B activ	AddAB inh	DAGLB inh	Mot1-301 SUMO
COc1ccc(C(=O)NCCOc2cccc(Oc3ccccc3)c2)cc1OC	0.4	-2.4	3.9	-1.2	9.0	2.6	-13.0	-15.5	0.4	-2.5	-22.3
C=CCn1c(CSc2nnc(-c3ccccc3)n2C)n[nH]c1=S	-0.4	-4.4	2.0	-1.5	-3.9	-0.7	-6.1	-7.4	2.0	0.5	-4.6
O=C(O)c1cccc(N2C(=O)/C(=C/c3ccc(SCc4ccc(Cl)cc4)o3)SC2=S)c1	0.4	5.5	-0.9	nt	2.7	1.9	-0.9	-2.0	nt	0.8	nt
O=C(Nc1nc(COc2ccccc2)cs1)C12CC3CC(CC(C3)C1)C2	-0.4	20.5	-0.4	3.2	-3.5	2.4	-4.3	-4.6	2.4	-10.9	18.5
CC(C)(C)c1ccc(Cc2n[nH]c(=S)[nH]c2=O)cc1	2.2	-6.5	0.7	0.4	-2.5	-1.1	-9.9	-0.8	-0.1	6.3	53.7
CC1(C(=O)O)Sc2[nH]c(=O)sc2C2c3ccccc3OC(=O)C21 (stereo unspecified)	-0.3	-3.0	-2.1	0.8	12.0	1.8	0.9	-3.6	2.5	2.8	-18.8
CC1Cc2ccccc2N1c1ncnc2c1nnn2Cc1ccccc1 (stereo unspecified)	-0.3	7.9	-3.1	0.2	-3.1	3.9	-5.3	-7.2	1.4	-3.2	447.9
O=C(COc1ccccc1Cl)NCCCN1CCOCC1	0.7	3.8	-4.2	1.1	-8.2	3.5	-0.2	-9.1	0.4	-0.9	63.6
O=C(Nc1cccc(C(=O)O)c1)Nc1ccc2c(c1)OCO2	-1.4	6.7	2.3	0.0	-8.5	0.9	-6.2	5.9	1.8	-0.9	20.6
Cc1occc1C(=O)NC1CCCCCC1	-9.1	13.3	3.2	0.0	-7.9	0.1	-1.6	-5.8	2.2	1.1	-3.1
CCOc1ccc(C(CC(=O)O)NC(=O)C2c3ccccc3Oc3ccccc32)cc1 (stereo unspecified)	0.3	5.4	-3.5	2.2	9.3	4.6	-0.3	2.5	1.3	0.8	5.9
CCOC(=O)c1cccc(NC(=O)CCc2nnc3ccc(N4CCN(C)CC4)nn23)c1	-2.7	-8.0	0.8	-0.1	-3.1	0.0	-0.1	-9.3	-0.9	-1.3	-6.3
O=C(COC(=O)CN1C(=O)C2CCCCC2C1=O)Nc1ccc(S(=O)(=O)N2CCOCC2)cc1 (stereo unspecified)	1.1	-8.2	2.1	0.8	-7.3	3.2	-1.9	-4.9	1.0	-0.7	175.9
Cc1cc(Cl)ccc1OCC(O)CNCCc1ccc(S(N)(=O)=O)cc1 (stereo unspecified)	0.3	-2.8	5.9	-0.1	-22.2	3.4	4.6	-8.6	1.9	-2.0	308.6*
CCCCC(=O)Nc1ccc2c(c1)nc(CCN1CCN(C)CC1)n2C	-2.4	-1.3	7.8	0.6	-20.3	2.2	1.3	1.5	0.0	0.1	-13.0
COc1ccc(S(=O)(=O)N2CCC(NC(=O)N3CCOCC3)CC2)cc1	-1.0	-14.3	-3.2	0.7	-7.1	3.7	4.1	1.6	-0.9	0.7	4.2

Sorted by value in phage Ecoli inh (low to high): 3 of the compounds above
| SMILES | phage Ecoli inh |
| --- | --- |
| CC(C)(C)c1ccc(Cc2n[nH]c(=S)[nH]c2=O)cc1 | -1.1 |
| O=C(O)c1cccc(N2C(=O)/C(=C/c3ccc(SCc4ccc(Cl)cc4)o3)SC2=S)c1 | 1.9 |
| CC1Cc2ccccc2N1c1ncnc2c1nnn2Cc1ccccc1 (stereo unspecified) | 3.9 |

Other compounds
SMILES	CDK5 inh	Tat transport	HTR5A ag ctr	E coli growth	HTR5A inv ctr	phage Ecoli inh	PKA-R1A act	PKA-R2B activ	AddAB inh	DAGLB inh	Mot1-301 SUMO
O=C(CC1SC(N2CCCCC2)=NC1=O)Nc1cccc(C(=O)NCc2ccc(F)cc2)c1 (stereo unspecified)	-0.9	-3.5	7.0	nt	17.4	0.6	-4.3	-2.5	nt	-0.8	nt
Cc1c(-c2cc(Br)ccc2O)nc2cc3c(cc2c1C)OCO3	-0.2	-7.2	1.1	-0.9	-3.9	1.0	-5.0	-1.0	-3.2	0.8	-3.8
Cc1noc(C)c1COC(=O)C1CC(O)CN1S(=O)(=O)c1ccc(Cl)cc1 (stereo unspecified)	0.5	-7.5	-4.8	0.9	13.0	2.2	-5.2	0.6	0.1	-1.4	-7.4
CC(C)c1cc(C(=O)N2CCCC(N3CCN(c4ccc(F)cc4)CC3)C2)no1 (stereo unspecified)	-0.3	-5.0	-5.0	-1.9	21.0	0.5	-6.9	-7.6	-0.6	-0.5	10.4
CC(C)Oc1ccc(OCCn2c(S(=O)(=O)O)nc3c(N)ncnc32)cc1	-1.2	-10.2	-3.3	nt	12.9	1.8	1.7	3.1	nt	-3.3	12.5
CC1(C)Cc2c(C#N)c(NCCCO)nc(-c3ccccc3)c2CO1	0.7	-9.4	2.7	-1.5	-7.6	0.8	-0.7	-13.8	-0.2	1.1	-7.6
Cc1nc(NC(=O)CSc2nnc(Cn3nnc4ccccc43)n2C)sc1C	-1.0	-1.6	-0.3	1.3	1.4	4.3	18.0	5.0	2.1	-0.2	-4.8
CCOC(=O)c1ccccc1NC(=O)CSc1nc2[nH]ncc2c(=O)[nH]1	2.3	2.1	8.9	2.1	-24.6	2.1	6.0	3.6	0.8	2.2	493.5
COC(=O)c1sc2ncccc2c1OCc1c(Cl)cccc1Cl	-0.1	13.2	6.8	2.1	6.7	-0.2	6.7	-4.2	3.9	-6.7	-2.0
COc1cccc(CN2CC(C(=O)N(C)Cc3nc4ccc(F)cc4[nH]3)CCC2=O)c1 (stereo unspecified)	nt	2.7	2.5	2.6	-10.3	2.6	-6.2	0.5	2.2	2.9	nt
CCCCOc1ccc(CSCCNC(=S)Nc2ccccc2)cc1	0.2	3.7	14.2*	1.9	-13.3	1.0	-9.4	-7.4	4.3	-8.0	-7.2
COC(=O)N(NC(=O)C(O)(CCC(C)C)CCC(C)C)c1ccccc1	1.5	2.3	-1.5	-3.5	4.0	4.2	-7.0	-1.5	-1.1	-1.0	-18.6
CN(C)CC(O)CN1C(=O)NC(C)(C)C1=O (stereo unspecified)	0.6	-1.1	-1.1	-0.4	3.0	0.8	0.1	-1.6	4.4	-1.3	7.5
CC(C)(C)OC(=O)N(CCc1ccccc1)Cc1ccc(OCc2cccc(NC(=O)C3CC3)c2)cc1	-3.8	-3.6	6.7	nt	-24.7	3.0	6.4	15.7	nt	-12.4	nt
COc1ccc(N2CCN(CC(O)COCc3ccccc3)CC2)cc1 (stereo unspecified)	0.6	-3.7	-0.2	-0.6	-17.2	3.0	-8.2	0.9	3.0	-1.7	nt
CCOC(=O)c1c(N)sc(C(N)=O)c1C	3.5	-5.9	0.2	-0.6	2.5	3.8	-8.3	-6.5	0.3	-2.5	2.2
COCC(=O)Nc1cc(Cl)c(OC)cc1OC	0.5	-10.9	5.5	-3.2	14.3	0.9	-1.9	-8.0	-1.1	-0.5	nt
COc1ccc(-n2nc(C(=O)NCC(=O)NCc3ccco3)c3ccccc3c2=O)cc1	-0.5	-3.5	4.0	-2.0	-12.3	3.0	0.4	-3.8	1.0	-1.7	-3.9
CCN(CC)C(=O)[C@H]1C[C@H](CC(=O)NCc2ccc(OC)c(OC)c2)C(=O)N2CCc3c([nH]c4ccc(Cl)cc34)[C@]12C	1.0	8.9	3.3	-3.6	-11.3	-2.0	-5.2	0.3	-3.0	1.4	nt
Cc1ccc(S(=O)(=O)Nc2cccc(C(=O)NCc3cccnc3)c2)cc1F	-1.0	-6.5	9.0	-3.1	-27.1	3.3	5.4	-10.7	2.0	1.2	-4.2
O=C(c1ccncc1)c1ccc(NC(=O)c2cccs2)cc1	-0.9	-2.4	-1.2	1.3	3.3	3.7	3.3	-13.3	-1.4	0.3	-1.6
O=C(c1cccs1)N1CCc2c([nH]c3ccccc23)C1c1ccc(Cl)cc1 (stereo unspecified)	0.4	-0.8	-0.2	3.2	-5.4	1.5	-3.0	-2.0	4.2	-4.5	13.1
CC(C)C[C@@H](CO)N1CCN(C)CCC1=O	0.6	3.8	-7.2	0.3	18.2	0.3	-4.7	-5.7	4.9	1.8	0.1
Cc1nnc(-c2cnn(-c3ccccc3)c2N)n1Cc1ccccc1	-0.3	-6.0	0.1	-0.3	19.1	2.1	8.9	-8.0	-0.8	0.9	14.2

Mot1-301 SUMO: what is marked active above
smiles	CDK5 inh	Tat transport	phage Ecoli inh	PKA-R1A act	PKA-R2B activ	AddAB inh	DAGLB inh	Mot1-301 SUMO
Cc1cc(Cl)ccc1OCC(O)CNCCc1ccc(S(N)(=O)=O)cc1 (stereo unspecified)	0.3	-2.8	3.4	4.6	-8.6	1.9	-2.0	308.6*

Next structures follow.
SMILES	CDK5 inh	Tat transport	HTR5A ag ctr	E coli growth	HTR5A inv ctr	phage Ecoli inh	PKA-R1A act	PKA-R2B activ	AddAB inh	DAGLB inh	Mot1-301 SUMO
O=C(c1cccc(S(=O)(=O)N2CCCC2)c1)N1CCOCC1	-0.5	3.2	-1.1	-1.4	-1.2	-0.1	-5.1	-3.1	1.4	-0.5	-12.0
Cn1c(C(N)=O)cnc1Sc1ncc(C(F)(F)F)cc1Cl	1.2	-10.4	-0.7	-1.0	6.9	0.9	-2.7	-7.8	1.6	-2.5	-4.1
COC(=O)COc1ccc(-c2ccccc2)cc1C=O	2.5	2.0	4.0	0.7	-11.4	2.0	6.5	-7.6	3.6	-1.4	-13.9
COC1C(C)=C(C)C(=O)N1Cc1ccc(F)cc1 (stereo unspecified)	-3.0	-9.9	-1.8	1.2	6.7	0.9	-7.9	-0.1	-0.5	-0.3	-7.4
Cc1cccc(C(=O)OCC(=O)NC(C)CCc2ccccc2)c1O (stereo unspecified)	-0.6	1.5	-2.7	2.1	9.6	1.0	-10.1	-10.6	-0.2	-4.6	0.7
CNC1(C)[C@H]2CC[C@H](C2)C1(C)C (stereo partly specified)	1.3	-1.0	8.5	1.7	16.6	3.2	11.3	11.5	-1.5	-1.2	nt
COc1ccccc1C(=O)COC(=O)Cc1ccccc1F	-0.5	6.7	-1.2	0.1	4.9	1.9	-0.1	-1.8	0.2	-10.2	42.0
CCn1c(C)cc2c(c1=O)C(c1ccccc1Br)C(C#N)=C(N)O2 (stereo unspecified)	0.5	3.2	-4.6	-1.4	-13.0	1.1	-0.1	-4.6	3.5	3.4	i
COc1ccc(C2C(C(=O)N3CCN(c4ccccc4F)CC3)c3ccccc3C(=O)N2C)cc1 (stereo unspecified)	-0.5	-1.3	-6.3	0.9	16.6	0.5	-8.0	2.8	0.4	1.2	73.7
CCN(Cc1ccncc1)C(=S)Nc1ccc(Cl)cc1	1.2	12.5	-1.5	-0.1	4.1	-0.3	-0.5	-12.6	2.2	1.1	4.8
CC(=O)Nc1cccc(C(=O)N/N=C/c2ccccc2F)c1	1.8	-4.8	-5.2	1.8	-21.3	2.4	-4.8	-1.2	4.4	-2.4	-17.3

Screening data: PubChem BioAssay, several laboratories
